# Screens (PubChem BioAssay)
# DNMT1 block: blocks human DNA methyltransferase DNMT1 | P26358 | DNMT1 molecular beacon, Hinp1I cleavage, fluorescence | inhibition (reported as % activation of signal), % at 10 µM | 360,000 tested, 0.83% active | AID 588458; in the data active = inhibition above about 50%
# STEP inh: blocks human striatal-enriched tyrosine phosphatase; P54829; recombinant STEP, OMFP fluorogenic substrate, fluorescence; inhibition, % at 20 µM; 360,000 tested, 0.25% active; AID 588621;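 active = inhibition at 20 µM, scaled per plate between control wells, above about 37%, limit read from the data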;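 also: 0% = DMSO with enzyme and substrate and 100% = substrate only without enzyme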
#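 System: STEP (striatal-enriched tyrosine phosphatase) enzyme, cell-free; medium: Bis-Tris pH 6.0 buffer with DTT, detergent; dosing: 20 µM, 1% DMSO; times: reaction 20 min, ambient temperature; detection: fluorescence, 480/540 nm; read-out basis: normalized % inhibition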
# SKN-1 inh: C. elegans SKN-1 inhibition. C. elegans VP596 Pgst-4::GFP/RFP ratio, acrylamide-induced, 24 h. inhibition, % at 21.8 µM. 360,000 tested, 0.49% active;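 active = interference check ratio from 0.5 to 1.5 plus GFP to RFP signal ratio inhibition reaching or exceeding a fixed threshold, cut at about 30% in these data, passing the limit was not always enough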; also: some compounds called inactive have numbers as strong as hits
# Neddylation inh: inhibitors of human cullin neddylation; P61081+Q13564; TR-FRET cullin neddylation, biochemical; calls only at 25 µM; 360,000 tested, 0.58% active; AID 651699; in the data active = inhibition above about 36%
# SUMO1-SIM PPI: alters human SUMO1 binding to SIM partners | inhibition, % at 20 µM | SUMO1 binding to a labelled peptide, TR-FRET, 1 h | P63165 | 360,000 tested, 0.33% active; in the data active = inhibition above about 37%
# CendR NRP1 mod: alters CendR peptide binding to human NRP-1 | FAM-RPARPAR peptide binding to NRP-1, fluorescence polarization | inhibition, % at 25 µM | 360,000 tested, 0.85% active;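 active = inhibition or corrected inhibition above about 18%, plus a signal ratio from 0.5 to 1.5, limit read from the data, passing the limit was not always enough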; also: strong numbers were not always called active
# Target sequence (O14786 whole entry, looked up): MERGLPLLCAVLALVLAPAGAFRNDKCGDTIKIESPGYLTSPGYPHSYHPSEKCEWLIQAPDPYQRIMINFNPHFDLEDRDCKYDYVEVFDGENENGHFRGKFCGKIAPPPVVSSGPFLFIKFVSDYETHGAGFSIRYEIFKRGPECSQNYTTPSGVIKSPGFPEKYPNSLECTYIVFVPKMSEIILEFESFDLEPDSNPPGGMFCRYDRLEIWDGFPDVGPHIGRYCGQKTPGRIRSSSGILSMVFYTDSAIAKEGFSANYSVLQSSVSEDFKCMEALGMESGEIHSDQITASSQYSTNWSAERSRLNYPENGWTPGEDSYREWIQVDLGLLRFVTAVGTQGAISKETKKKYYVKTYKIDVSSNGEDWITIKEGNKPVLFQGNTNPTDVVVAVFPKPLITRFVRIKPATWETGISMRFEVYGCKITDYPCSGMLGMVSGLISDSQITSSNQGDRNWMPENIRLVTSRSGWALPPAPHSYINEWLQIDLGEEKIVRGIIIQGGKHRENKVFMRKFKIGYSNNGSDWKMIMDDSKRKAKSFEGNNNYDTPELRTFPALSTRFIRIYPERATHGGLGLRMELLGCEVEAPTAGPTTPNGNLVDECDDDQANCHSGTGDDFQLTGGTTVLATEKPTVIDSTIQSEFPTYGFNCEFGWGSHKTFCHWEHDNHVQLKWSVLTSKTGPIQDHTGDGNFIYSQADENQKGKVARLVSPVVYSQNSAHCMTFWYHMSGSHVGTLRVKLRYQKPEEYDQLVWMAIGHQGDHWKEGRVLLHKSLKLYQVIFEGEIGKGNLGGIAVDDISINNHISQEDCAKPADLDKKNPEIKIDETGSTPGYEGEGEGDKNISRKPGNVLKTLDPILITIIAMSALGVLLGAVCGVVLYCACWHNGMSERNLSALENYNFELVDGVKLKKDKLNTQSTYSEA
# NadD block: blocks S. aureus nicotinate mononucleotide adenylyltransferase; 360,000 tested, 0.78% active; inhibition, % at 20 µM; purified NadD enzyme, colorimetric absorbance read-out; AID 602399; in the data active = inhibition above about 26%; also: some compounds past the cut are filed as inactive
# Scp-1 inhibitor: blocks human Scp-1 phosphatase activity; 340,000 tested, 0.88% active; inhibition, % at 20 µM; Recombinant Scp1, phosphopeptide, malachite green phosphate absorbance; Q9GZU7;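 active = inhibition above about 50% at 20 µM, limit read from the data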;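 also: plate controls were DMSO wells with enzyme for no effect and wells lacking enzyme for full effect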
# Target sequence (Q9GZU7 76-261 limits assumed): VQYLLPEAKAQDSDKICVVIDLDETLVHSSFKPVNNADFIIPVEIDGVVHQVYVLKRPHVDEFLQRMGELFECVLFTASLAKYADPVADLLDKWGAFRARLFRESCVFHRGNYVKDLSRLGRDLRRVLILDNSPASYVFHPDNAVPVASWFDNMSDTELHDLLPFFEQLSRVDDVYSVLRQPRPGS
#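 Test system – truncated SCP-1 phosphatase (76-261aa) · Reagent – Phosphorylated 17-residue peptide substrate · Incubation – 45 min room-temperature reaction, 5 min colour, 30 min stabiliser · Detection – colorimetric phosphate reagent with accelerator and stabiliser, absorbance at 630 nm · Measure – % inhibition at 20 µM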
# LMPTP inh: LMPTP (human) inhibition | recombinant LMPTP-A, OMFP fluorogenic substrate, fluorescence intensity | 360,000 tested, 0.22% active | AID 651560 | inhibition, % at 20 µM | P24666;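 active = compounds that cut the enzyme signal by at least half of the control window in the single-dose screen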;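 also: plate controls were DMSO wells with enzyme plus substrate for no effect and substrate without enzyme for full effect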
#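 Assay system: LMPTP-A enzyme. Input: 0.625 nM LMPTP-A final. Probe or stimulus: 400 µM OMFP. Compound dosing: single 20 µM dose. Schedule: 50 min dark incubation at room temperature. Detection: fluorescence intensity of OMFP turnover product. Read-out: percent inhibition versus substrate-only and uninhibited controls. Benchmarks: no-enzyme low control, uninhibited high control.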
# TbMetRS inhib: Trypanosoma brucei MetRS inhibition; purified T. brucei MetRS, ATP depletion, Kinase-Glo luminescence; inhibition, % at 11.9 µM; 360,000 tested, 0.4% active; AID 624268;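 active = inhibition above a per-plate cutoff of the control wells' mean inhibition plus 3 SD, cut at about 5.5% in these data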;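 also: 0% = DMSO wells median and 100% = median of wells with control inhibitor compound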
#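 Material – parasite MetRS enzyme · Medium – HEPES-MgCl2-KCl buffer plus DTT, spermine, BSA, pyrophosphatase · Reagent – ATP, methionine and E. coli bulk tRNA substrates · Times – 15 min enzyme-compound preincubation, 2 h reaction, 10 min detection, 25 °C · Measured by – luminescence of leftover ATP · Evaluation – percent inhibition relative to median high and low control wells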
# An asterisk follows results filed as active; i = inactive; . = not tested or not shown; + = active, no number.
# Each structure is followed by: DNMT1 block	CendR NRP1 mod	NadD block	TbMetRS inhib	STEP inh	SUMO1-SIM PPI	Scp-1 inhibitor	Neddylation inh	LMPTP inh	SKN-1 inh
CC(/C=C1\SC(=S)N(NS(=O)(=O)c2ccccc2)C1=O)=C\c1ccccc1
 : 21	-61	18	0.6	0	1	-17	i	2.2	-11
C[C@@H]1CN([C@@H](C)CO)C(=O)c2cc(NC(=O)C3CC3)ccc2O[C@@H]1CN(C)C(=O)NC1CCCCC1
 : 5	-2	0	0.4	0	4	-3	i	-0.3	-5
O=C(N/N=C\c1ccc(-c2ccc([N+](=O)[O-])cc2)o1)C1COc2ccccc2O1 (stereo unspecified)
 : -5	-30	13	-0.3	2	-22	-6	i	1.9	4
Cc1cccc(NS(=O)(=O)c2ccc(-c3cnc(C4CC4)o3)cc2)c1
 : -1	7	-7	0.0	1	-8	-7	i	3.1	19
Cc1onc(-c2ccccc2Cl)c1C(=O)Nc1ccccc1C(=O)NC(C)C
 : -9	0	-3	0.5	-2	-2	-9	i	1.4	11
Cc1cc(C)n2nc(SCCCC(=O)c3ccccc3)nc2n1
 : -3	-17	-7	-0.2	-4	1	-2	i	-1.8	7
COC(=O)c1ccc(N2C(=O)CC(N3CCN(c4ccccc4)CC3)C2=O)cc1 (stereo unspecified)
 : 0	5	-7	-0.2	-3	4	-3	i	-1.3	2
O=C1NC(=O)C2(C=C(c3ccccc3)C(O)(c3ccccc3)C2)N1 (stereo unspecified)
 : 0	-1	0	-0.4	-2	-8	-5	i	-3.6	2
COc1cccc(/C=C/c2onc(C)c2S(=O)(=O)N2CCC(C(=O)NC3CCCCCC3)CC2)c1
 : 2	17	-3	-0.1	-4	2	-7	i	1.2	5
Cc1ccc(S(=O)(=O)Cc2ccc([N+](=O)[O-])cc2)cc1
 : 1	9	-6	0.6	-2	-22	-10	i	-1.4	20
COc1cccc(CN2CCN(C(=O)CCc3nnc(C4CCCCC4)o3)CC2=O)c1
 : 0	17	-1	0.3	-2	-1	-11	i	-0.7	-4
CCOc1cc(C2C3=C(CCCC3=O)Nc3nc(C(=O)OC)nn32)ccc1OC (stereo unspecified)
 : -1	-3	-10	-0.1	1	0	0	i	-0.4	6
CN(C)c1cc(-c2ccc(F)cc2)oc(=O)c1Cl
 : -2	10	-2	-0.2	-2	-4	-20	i	-0.8	9
Cc1ccn2c(-c3csc(Nc4ccc(C(=O)O)cc4)n3)c(C)nc2c1
 : 2	-19	-7	-0.3	42*	13	.	i	1.3	6
COc1ccc(C(=O)N2CCc3ccccc3C2)cc1S(=O)(=O)N1CCCC1
 : -1	11	1	0.1	-2	3	.	i	4.1	15

# Next compounds:
# Each structure is followed by: DNMT1 block	CendR NRP1 mod	NadD block	TbMetRS inhib	STEP inh	SUMO1-SIM PPI	Scp-1 inhibitor	Neddylation inh	LMPTP inh	SKN-1 inh
Cc1nn(C2CCS(=O)(=O)C2)c(Cl)c1/C=C/C(=O)OCC(=O)c1c[nH]c2ccccc12 (stereo unspecified)
 : -4	6	1	1.7	-1	-2	-8	i	0.3	9
COc1cccc(/C=N/NC(=O)CC2C(=O)NN=C2C)c1OC (stereo unspecified)
 : 3	9	0	-1.2	0	2	3	.	-1.1	-11
Cc1ccc(C(=O)Nc2sc3c(c2C(=O)O)CCCC3)o1
 : 1	-1	-4	0.1	0	-1	-8	+	-0.1	9
Cc1cc(C)[n+](Cc2ccccc2)cc1C(N)=O
 : -1	5	-7	-0.4	4	0	-4	i	-1.4	-11
Cc1ccc(NC(=O)c2cc(C)nn2-c2ccccc2)cc1
 : -4	-1	-3	-0.7	-3	6	-7	i	0.3	4
Cn1c(-c2ccc(F)cc2)cnc1SCC(=O)Nc1ccccc1
 : 1	8	-2	-0.5	2	2	-6	i	1.4	2
COc1ccc(C(CC(=O)O)NC(=O)OC(C)(C)C)cc1 (stereo unspecified)
 : 2	13	1	0.4	4	0	0	i	-0.1	16
COC(=O)c1ccc(CSc2nnc(NC(=O)C3CC(=O)N(Cc4ccc(C)cc4)C3)s2)cc1 (stereo unspecified)
 : -1	-11	3	-0.9	-1	7	15	i	2.8	2
Cc1[nH]n(-c2ccccc2)c(=O)c1N=Nc1ccccc1O
 : -23	-16	-7	-0.1	3	-5	-10	i	5.1	4
Cc1ccc(C(=O)N2c3ccccc3NC(=O)C2C)cc1 (stereo unspecified)
 : 0	1	-2	-0.4	9	1	-3	i	0.1	-1
Cc1nnc(Sc2cc(C(=O)NCc3ccco3)c3ccccc3n2)s1
 : 7	-8	-5	-0.3	1	-3	12	i	0.9	-31
CC(=O)CN1C(=O)NC2(CCCc3ccccc32)C1=O (stereo unspecified)
 : 1	9	1	-0.2	-4	2	-2	i	-1.3	-1
CCCCN1C(=O)C(CC(=O)NCc2cccs2)CC(C(=O)N(C)C)=C1C (stereo unspecified)
 : 7	8	2	-1.1	0	24	.	i	-2.5	-8
O=S(=O)(NCC1CCCO1)c1ccccc1 (stereo unspecified)
 : 1	0	3	-0.1	2	-1	-8	i	-1.3	1
CCOc1nc(SC(C(C)=O)C(=O)Nc2ccccc2)nc(N(C)C)n1 (stereo unspecified)
 : 0	1	2	-0.8	6	3	-20	i	1.3	42

# (next part)
# Each structure is followed by: DNMT1 block	CendR NRP1 mod	NadD block	TbMetRS inhib	STEP inh	SUMO1-SIM PPI	Scp-1 inhibitor	Neddylation inh	LMPTP inh	SKN-1 inh
O=C1OC(c2ccccc2)=N/C1=C\C=C\c1ccco1
 : 6	0	0	-0.4	4	-8	3	+	-0.5	0
COc1cc(-c2cc(C(=O)N(C)Cc3ccccc3)c3ccccc3n2)cc(OC)c1OC
 : -3	7	3	0.3	-1	-3	-4	.	1.4	28
CCN1C(=O)[C@@H]2[C@H](C1=O)[C@@H]1C(=O)Nc3ccccc3C(=O)N1[C@@H]2c1ccc(Br)cc1
 : 0	6	0	-0.1	-1	-6	-2	i	-0.7	3
COC(=O)COc1ccc(S(=O)(=O)N2CCc3ccccc3C2)cc1
 : -2	-3	-11	-0.3	2	2	-10	i	-1.6	-4
COc1ccccc1C(CC(=O)Nc1ccc(C)c(C)c1)c1ccc(OC(C)C)cc1 (stereo unspecified)
 : 1	10	-6	0.8	0	1	-11	i	3.4	2
COc1ccccc1N1CCN(C2CCCN(C(=O)c3ccccn3)C2)CC1 (stereo unspecified)
 : 0	6	2	-0.2	-3	3	-5	i	-0.7	0
Cc1nc2ncnn2c(Nc2ccc3c(c2)OCCO3)c1C
 : 0	2	-6	-0.7	-3	-3	-4	i	-0.9	-5
Cn1c(=O)c2c(n(C)c1=O)=NC1(CCCCC1)ON=2
 : 0	-2	-4	-1.0	-2	-16	-15	i	-1.2	10
Cc1ccc(OCC(O)CN2CCN(Cc3ccc4c(c3)OCO4)CC2)cc1C (stereo unspecified)
 : -1	4	-3	-0.2	-2	0	-5	i	-1.6	2
Brc1cccc(OCCCCn2cncn2)c1
 : 7	-11	2	-0.4	0	-5	-1	i	-2.0	6
C[C@H](CO)N1C[C@H](C)[C@@H](CN(C)Cc2ccc3c(c2)OCO3)Oc2c(NC(=O)Cc3ccccc3)cccc2C1=O
 : 3	8	3	-0.2	3	7	-5	i	0.1	12
COc1ccccc1-c1cc(C(=O)NC2CCN(C)CC2)c2ccc(Cl)c(C)c2n1
 : 1	5	-2	-0.4	2	-103	0	i	-3.8	-18
COc1ccc(NC2c3ccccc3C(=O)N2Cc2ccccc2Cl)cc1OC (stereo unspecified)
 : -2	-12	0	-0.5	-1	0	-4	i	0.5	-6
O=C(Nc1ccccc1NC(=O)c1ccco1)c1ccccc1
 : -2	4	-13	-1.0	-4	3	4	i	-0.8	-10
CN(Cc1nccs1)C(=O)C1CCC(=O)N(CCc2cccc(F)c2)C1 (stereo unspecified)
 : -1	8	-9	-0.6	-2	-3	-8	i	0.1	-2

# Grouped by structure: the entries above containing a COOH group (three)
# Each structure is followed by: DNMT1 block	CendR NRP1 mod	NadD block	TbMetRS inhib	STEP inh	SUMO1-SIM PPI	Scp-1 inhibitor	Neddylation inh	LMPTP inh	SKN-1 inh
Cc1ccn2c(-c3csc(Nc4ccc(C(=O)O)cc4)n3)c(C)nc2c1
 : 2	-19	-7	-0.3	42*	13	.	i	1.3	6
Cc1ccc(C(=O)Nc2sc3c(c2C(=O)O)CCCC3)o1
 : 1	-1	-4	0.1	0	-1	-8	+	-0.1	9
COc1ccc(C(CC(=O)O)NC(=O)OC(C)(C)C)cc1 (stereo unspecified)
 : 2	13	1	0.4	4	0	0	i	-0.1	16

# (more compounds)
# Each structure is followed by: DNMT1 block	CendR NRP1 mod	NadD block	TbMetRS inhib	STEP inh	SUMO1-SIM PPI	Scp-1 inhibitor	Neddylation inh	LMPTP inh	SKN-1 inh
O=C(O)/C=C/c1cn(-c2ccccc2)nc1-c1cccs1
 : -2	4	-2	0.4	4	0	-20	.	0.1	0
O=C1/C(=C/c2ccc3c(c2)OCO3)Oc2cc(OCC(=O)N3CCC[C@H]3C(=O)O)ccc21
 : -2	-26	8	0.3	0	-8	4	i	-1.2	0
Cc1ccc(S(=O)(=O)Nc2ccc3c(c2)OCCO3)cc1
 : 0	-10	-1	0.2	11	3	-6	i	-1.8	-3
O=C(CCSCc1ccccc1F)NCc1cccs1
 : -1	6	-4	-0.2	3	-4	-1	i	-3.0	6
O=C1CSC(=S)N1c1cccc(Cl)c1
 : 13	1	-3	-1.6	-2	5	3	i	2.0	-17
CCCCN(C)C1=Nc2cccc3cccc1c23
 : 4	-10	8	0.3	-3	-9	20	+	6.0	3
COc1nc(N(CC(N)=O)S(=O)(=O)c2ccccc2)nc(C)c1Cl
 : -1	-15	-2	-0.4	-2	3	-5	i	-1.6	8
Cc1c(Cl)c([N+](=O)[O-])nn1CCCC(=O)N(Cc1ccccc1)Cc1ccccc1
 : -4	-9	-9	-0.7	-1	-10	-9	i	4.9	5
CSCCC(NC(=O)c1ccc(Cl)cc1Cl)C(=O)NCC(c1cccs1)N(C)C (stereo unspecified)
 : 1	26*	-3	-0.5	-5	-4	-6	i	-0.5	-4
O=C(NC12CC3CC(CC(C3)C1)C2)c1cc([N+](=O)[O-])ccc1N1CCOCC1
 : 9	16	-4	-1.1	4	-6	-1	i	2.5	11
CCN1CCN(C(=O)CCc2nnc(CCc3ccccc3OC)o2)[C@@H](C)C1=O
 : 3	11	0	-0.1	-2	3	-8	i	-0.8	34
O=C(NCc1nc2ccccc2[nH]1)C1=C[C@H](c2ccc(C(F)(F)F)cc2)C[C@H](OCc2ccc(CO)cc2)O1
 : -17	-2	1	18*	-2	-7	2	i	3.8	0
COc1cccc(NC(=O)CCc2ccccc2)c1
 : -1	-8	-1	-0.3	-6	25	-11	i	-0.1	5
CCOc1cc(C(=O)OCC(=O)NC(C)c2ccccc2)ccc1OCC(=O)N1CCOCC1 (stereo unspecified)
 : 4	-23	3	-0.6	-1	0	9	i	-0.3	4

# The order is random. About 4.6% of those tested had a hit in this group.
